Screens (PubChem BioAssay)
FLuc modulator: firefly luciferase modulation, counter-screen for miR-21 project; AID 588342; actives 6.9% (n = 360,000); purified FLuc, Km substrates, luminescence inhibition; Potency, µM (highest dose often 57.5 µM), for the others: at the top dose activity change, negative = inhibition, hits mostly inhibitors; P08659;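 note: potency is the fitted concentration of half-maximal effect; plate controls were vehicle for no effect and reference inhibitor for full effect; nearly all actives have a fitted effect of over 55% in size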
Target sequence (P08659 whole entry, looked up): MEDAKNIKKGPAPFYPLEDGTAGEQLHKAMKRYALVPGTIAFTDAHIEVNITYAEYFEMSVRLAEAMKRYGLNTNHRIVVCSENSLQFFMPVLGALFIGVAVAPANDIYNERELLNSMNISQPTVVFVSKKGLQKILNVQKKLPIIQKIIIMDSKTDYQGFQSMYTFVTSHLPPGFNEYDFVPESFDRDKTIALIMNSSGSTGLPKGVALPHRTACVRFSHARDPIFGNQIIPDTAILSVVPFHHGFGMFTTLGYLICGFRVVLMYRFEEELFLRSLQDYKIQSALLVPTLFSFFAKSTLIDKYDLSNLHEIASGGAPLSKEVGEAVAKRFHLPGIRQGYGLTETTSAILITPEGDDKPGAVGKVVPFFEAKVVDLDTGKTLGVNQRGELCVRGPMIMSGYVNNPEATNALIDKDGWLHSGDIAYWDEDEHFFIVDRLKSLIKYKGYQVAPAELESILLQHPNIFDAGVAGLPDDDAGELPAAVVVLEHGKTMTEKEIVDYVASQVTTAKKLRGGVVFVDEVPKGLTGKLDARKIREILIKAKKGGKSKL
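Biochemical qHTS of compounds, final roughly 60 µM downward over six points, against 10 nM purified firefly luciferase using Km concentrations of substrates (10 uM D-luciferin, 10 uM ATP) in Tris acetate pH 7.5 buffer; luminescence output.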
Rab9 promoter act: activators of Rab9 promoter; Huh7 Rab9 promoter-luciferase reporter, luminescence, 24 h; Potency, µM (top dose mostly 9.22 µM), without a hit: top-dose activation, negative = inhibition, actives largely listed as activators; actives 2.8% (n = 320,000); note: potency is the fitted concentration of half-maximal effect; % of control where 0% means no effect; nearly all actives have a fitted effect of over 60% in size
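Promoter activation is measured as luciferase luminescence in Huh7 cells stably transfected with a Rab9 promoter–luciferase construct, following 24 h compound exposure at 37 °C and 10 min reagent incubation at ambient temperature.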
BRCA1 expr up: BRCA1 expression activation; actives 1.1% (n = 380,000); AID 624202; MCF7-BRCA1-FFLuc reporter, luminescence, 48 h; response scale: scaled: vehicle 0%, 10 µM genistein 100%; Potency, µM (highest dose often 46.1 µM), for the others: at the highest dose activation, usual class: activators; note: potency is the fitted concentration of half-maximal effect; nearly all actives have a fitted effect of over 80% in size; some results filed as inactive show a strong effect at the top dose
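MCF7-BRCA1-FFLuc cells, 2000/well in phenol-red-free MEM, attached 2 h then treated 48 h at 37 C. Luciferase luminescence read 15 min after reagent; normalized to genistein maximum activation (10microM) and DMSO, concentration-response fitted.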
NPC1 prom act: activators of NPC1 promoter. Huh7 NPC1 promoter luciferase reporter, 24 h. Potency, µM (series often up to 9.22 µM), without a hit: at the highest dose activation, most hits filed as activators. actives 2.4% (n = 320,000);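 note: potency is the fitted concentration of half-maximal effect; % of control where 0% means no effect; nearly all actives have a fitted effect of over 60% in size; reporter is driven by a mutant NPC1 promoter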
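Luminescence read-out of NPC1 promoter-driven luciferase in stably transfected Huh7 cells; compounds delivered in DMSO and left 24 h at 37C, 5% CO2, qHTS titration format.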
RORg inh: blocks mouse ROR gamma transcriptional activity | P51450 | Drosophila S2 Gal4-RORgamma UAS-luciferase reporter, 20 h | Potency, µM (highest dose often 53.6 µM), inactives show at the highest dose activity change, negative = inhibition, most hits filed as inhibitors | actives 5.4% (n = 310,000); note: potency is the fitted concentration of half-maximal effect; % is set by controls: 0 for no effect and ±100 for the full control effect; nearly all actives have a fitted effect of over 60% in size
Target sequence (P51450 whole entry, looked up, the tested form may be a part): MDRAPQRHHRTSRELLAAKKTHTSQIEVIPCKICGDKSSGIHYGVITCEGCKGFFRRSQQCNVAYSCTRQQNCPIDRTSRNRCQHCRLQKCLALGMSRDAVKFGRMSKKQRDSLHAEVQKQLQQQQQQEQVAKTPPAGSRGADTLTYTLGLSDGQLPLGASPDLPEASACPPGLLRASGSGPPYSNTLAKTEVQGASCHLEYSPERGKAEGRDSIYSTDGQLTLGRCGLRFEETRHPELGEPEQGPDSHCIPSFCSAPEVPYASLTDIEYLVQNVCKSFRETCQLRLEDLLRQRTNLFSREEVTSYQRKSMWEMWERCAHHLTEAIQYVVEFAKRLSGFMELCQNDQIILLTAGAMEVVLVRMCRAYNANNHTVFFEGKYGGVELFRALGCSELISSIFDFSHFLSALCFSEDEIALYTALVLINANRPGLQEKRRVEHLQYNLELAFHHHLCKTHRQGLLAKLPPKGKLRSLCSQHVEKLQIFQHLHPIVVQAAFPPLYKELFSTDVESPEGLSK
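ROR gamma transcriptional activity was tracked as Gal4-UAS luciferase output in stably transfected Drosophila Schneider cells, with compound added 1 hr before 700 uM copper sulfate induction and a 20 hr ambient-temperature incubation.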
p53 reactivation: mutant p53 re-activation in reporter cells; Potency, µM (titrated, usually from 92.2 µM), without a hit: top-dose activity change, positive = activation, actives largely listed as activators; AID 504706; actives 0.063% (n = 320,000); H1299 p53-A138V BP100-luciferase reporter, luminescence, 24 h; note: potency is the fitted concentration of half-maximal effect; % of control where 0% means no effect; nearly all actives have a fitted effect of over 45% in size
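H1299 (p53-null), stable ts p53-A138V + BP100-Luc; 1000 cells/well, Opti-MEM/10% FBS; cpd 4 pt, 1:5; 24 h, 37 deg C, 5% CO2; detection reagent 10 min RT; luminescence.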
ELG1 genotoxic: induces genotoxicity in HEK293T cells with luciferase-tagged ELG1 | HEK293T ELG1-luciferase reporter, luminescence, 16 h | Potency, µM (titrated, usually from 46 µM), inactives show top-dose activity change, positive = activation, hits mostly activators | actives 1.3% (n = 330,000) | AID 504466; note: potency is the fitted concentration of half-maximal effect; % of control where 0% means no effect; nearly all actives have a fitted effect of over 60% in size
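Screening used a luciferase reporter fused to human ELG1 in HEK293T cells. Luminescence was read on a CCD plate imager after 16 hr exposure and 30 min ONE-Glo incubation.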
Gal4-VP16 FLuc: Gal4-VP16 reporter inhibition counter-screen; Drosophila S2 Gal4-VP16 UAS-luciferase, luminescence, 20 h; Potency, µM (titrated, usually from 53.6 µM), without a hit: top-dose activity, negative = inhibition, actives largely listed as inhibitors; actives 3.5% (n = 310,000); AID 2546;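 note: Gal4-VP16 expression switched on by copper sulfate through the metallothionein promoter; potency is the fitted concentration of half-maximal effect; % is set by controls: 0 for no effect and ±100 for the full control effect; nearly all actives have a fitted effect of over 50% in size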
Tb PFK inh: T. brucei PFK enzyme inhibition. actives 0.17% (n = 330,000). T. brucei PFK, ADP-Glo luminescence. O15648. Potency, µM (series often up to 57.5 µM), for inactives: at the top dose activity, negative = inhibition, hits mostly inhibitors;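 note: potency is the fitted concentration of half-maximal effect; 0% = uninhibited 1x PFK enzyme wells and -100% = no-enzyme wells; nearly all actives have a fitted effect of over 60% in size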
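ADP-Glo luminescence quantified ADP after 45 min at room temperature, with 1.25 nM T. brucei PFK, 0.1 mM ATP and 0.5 mM fructose-6-phosphate in pH 8.0 TEA buffer. qHTS titrations up to 57 µM; curves classified by quality.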
ELG1 repair inh: ELG1-dependent DNA repair inhibition. HEK293T ELG1-luciferase reporter, luminescence, 16 h; DNA damage induced by 5-fluorouridine. Potency, µM (highest dose often 46.1 µM), for inactives: top-dose activity change, negative = inhibition, most hits filed as inhibitors. actives 2.3% (n = 330,000). AID 504467; note: potency is the fitted concentration of half-maximal effect; % is set by controls: 0 for no effect and ±100 for the full control effect; nearly all actives have a fitted effect of over 55% in size
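5-Fluorouridine DNA damage + compound/DMSO, 2,000 cells/well, 16 h, 37 °C/5% CO2. ONE-Glo, 30 min RT, luminescence. Readout = decrease in reporter signal.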
TRPV1 ag: agonists of human vanilloid receptor 1 (TRPV1); TRPV1-expressing cells, Fluo-8 calcium influx, agonist mode; AID 540275; activation, % at 8.33 µM; Q8NER1; actives 0.19% (n = 320,000); in the data active = activation above about 80%; inconclusive = between about 30% and that limit; note: 0% is about no effect
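Fluo-8 calcium influx in TRPV1-expressing cells, kinetic read (ex 480/em 520 nm). Compound added and read 3 min for agonist activity, followed by capsaicin at EC20 final and 2 min further read for enhancement.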
The depositor's hits bear a star; ? = inconclusive; / = no result given; & = joins results of further samples; [ ] = dose if it differs, or a comment. Unless noted, calls come from the whole dose curve; as a rule, active = well fitted curve in the direction sought with a large enough effect; inconclusive = small, poorly fitted or top-dose-only effect, or another doubt; inactive = no such curve, though single readings can be large; an effect the other way counts as inactive or inconclusive.

SMILES	FLuc modulator	Rab9 promoter act	BRCA1 expr up	NPC1 prom act	RORg inh	p53 reactivation	ELG1 genotoxic	Gal4-VP16 FLuc	Tb PFK inh	ELG1 repair inh	TRPV1 ag
CCc1nnc(NS(=O)(=O)c2ccc(NC(=S)Nc3ccc(F)cc3)cc2)s1	0%	-2%	-11%	-1%	0%	4%	-3%	-15%	-2%	7%	0
Cc1ccc2c(c1)NC(=O)[C@@]1(C)[C@@H](c3ccccc3)[C@H]3COc4ccc(Cl)cc4[C@@H]3N1C2=O	/	/	-39%	/	/	1%	-1%	/	-1%	2%	/
O=C1N(Cc2ccc(F)cc2Cl)c2ccccc2C12OCCCO2	1%	0%	-38%	1%	4%	0%	-2%	6%	2%	28%	24
O=S(=O)(NCCNc1nccc(C(F)(F)F)n1)c1ccccc1	-1%	1%	-7%	0%	38%	0%	-5%	-1%	-11%	?	8
Cc1noc(C)c1NC(=O)N(C)C[C@H]1Oc2ccc(NC(=O)Nc3ccccc3)cc2C(=O)N([C@H](C)CO)C[C@@H]1C	/	/	10%	/	/	0%	2%	/	-1%	?	/
N=C1C(c2nc3ccccc3s2)=C(O)CN1NC(=O)c1ccc([N+](=O)[O-])cc1	13µM*	-56%[inhibitor]	-33%	-42%[inhibitor]	2.8µM*	-10%	1%	?	0%	?	4
O=C(Nc1ncn[nH]1)c1cccc(F)c1	0%	-2%	1%	-2%	/	22%	2%	/	-3%	11%	-3
CCOC(=O)C1=CC[C@]2(C)c3c(c4ccccc4n3C)C(=O)C1N2C	-2%	-1%	0%	2%	/	-10%	-1%	/	-2%	21%	-3
O=C(Nc1cccc(F)c1)C1CCCN(C(=O)c2ccc(Cl)cc2)C1 (centres undefined)	-1%	-1%	-27%	2%	/	5%	-6%	/	-4%	-18%	?
COC(=O)c1c(C)oc2cc(Br)c(OCC(=O)C(C)(C)C)cc12	7%	8%	-12%	-2%	-22%	20%	-1%	-1%	3%	-3%	11
Cc1csc(NC(=O)CSc2nc(=O)n(CCN(C)C)c3c2CCCC3)n1	8%	1%	-6%	-3%	/	-11%	1%	/	2%	8%	-1
Cc1ccc(N2CN(Cc3ccco3)CNC2=S)c(C)c1	-2%	-7%	-21%	1%	-2%	-12%	6%	-3%	-1%	22%	7
CS(=O)(=O)c1sc2nc(-c3cccs3)cc(-c3ccccc3)c2c1N	3%[2.3 µM]	3%	-41%	1%	2%	-5%	-1%	-1%	-3%	-20%	3
COc1cccc(-n2c(Cn3nc(C(F)(F)F)cc3C)n[nH]c2=S)c1	-8%	0%	-27%	-6%	-45%	6%	-3%	-1%	1%	1%	3
CCCc1nnc(NC(=O)CCC(=O)Nc2ccc(Cl)cc2)s1	-4%	5%	-1%	-1%	-3%	7%	?	0%	-8%	?	10
O=C(NCc1ccccn1)c1ccc(NS(=O)(=O)c2ccccc2)cc1	2%	-1%	-5%	1%	41%	7%	-3%	-2%	-12%	-11%	-5
COc1ccc(OC)c(NC(=O)C2CC(C)=C(C)CC2C(=O)O)c1 (centres undefined)	2%	1%	-4%	2%	4%	-8%	4%	-4%	0%	2%	3
CCOC(=O)C1CCCN(S(=O)(=O)c2ccc3c(c2)N(C)C(=O)CC(=O)N3C)C1 (centres undefined)	0%&3%	2%	-7%	1%	-8%	3%	1%	-15%	-2%	7%	-3
CCOc1cc(/C=C2\NC(=S)N(C)C2=O)ccc1OCc1ccc(C(=O)O)cc1	0%	4%	-33%	-2%	-13%	-7%	0%	-7%	4%	3%	1
COc1cccc2nc3cc(C)c(C)cc3nc12	0.76µM*	0.89µM*	84%	0.89µM*	10µM*	1%	1.5µM*	?	?	?	6
CC(C)Cn1c(N)c(C(=O)COC(=O)c2ccc(F)cc2)c(=O)n(C)c1=O	3%	-9%	-5%	-2%	?	-1%	-8%	5%	-1%	?	-3
O=C(NCC1OCCCN1S(=O)(=O)c1cc(F)ccc1F)C(=O)NC1CCCC1 (centres undefined)	2%	-4%	-19%	-2%	-8%	4%	-2%	2%	-4%	9%	0
CCC(C)C(=O)Nc1cc([N+](=O)[O-])ccc1Cl (centres undefined)	-1%	-6%	-14%	-5%	-6%[10 µM]	-5%	1%	-3%	5%	14%	0
Cc1ccc(-c2noc(C3CCCN(S(=O)(=O)c4ccc(S(=O)(=O)N(C)C)cc4)C3)n2)o1 (centres undefined)	0%	1%	5%	1%	38%	5%	10%	1%	-3%	2%	-2
CCOc1ccccc1C(=O)Nc1cc(C(=O)NCC(C)C)ccc1Cl	3%	-8%	/	-1%	?	-1%	4%	0%	5%	3%	11
CCCCn1c(=O)[nH]c(=O)c2c1nc(-c1ccccc1F)n2Cc1ccccc1OC	-2%	-5%	-55%	-4%	36%	-5%	-7%	0%	-1%	?	8
CN1CCN(C(=O)c2ccc(CN3CCOCC3)cc2)CC1	-3%	3%	4%	8%	-22%	3%	-1%	8%	0%	6%	-2
O=S(=O)(c1ccc(Cl)cc1)c1ccccn1	1%	4%	1%	5%	33%	-5%	1%	-3%	-5%	3%	-3
CCOC(=O)N1CCN(C(=O)c2ccccc2NC(=O)c2ccccc2Cl)CC1	-1%	-1%	-13%	-1%	-16%	?	4%	0%	2%	7%	-4
O=C(O)C1CCCCC1C(=O)NCc1ccc(Cl)c(Cl)c1 (centres undefined)	-20%	4%	-3%	3%	44%	-2%	5%	-12%	-2%	?	1
Cc1ccc(S(=O)(=O)N2CCN(C(=O)CSC(=S)N3CCCC3)CC2)c(C)c1	/	0%	6%	-9%	/	1%	-1%	/	4%	?	5
CCn1nnnc1-c1ccc(OC)c(S(=O)(=O)Nc2ccc(S(N)(=O)=O)cc2)c1	0%	3%	0%	-4%	4%	2%	2%	-6%	-1%	3%	0
CC1(C2CC2)NC(=O)N(CC(=O)NCC(=O)Nc2ccc(F)c(F)c2F)C1=O (centres undefined)	/	/	2%	/	/	-1%	1%	/	-3%	14%	/
Cc1ccc(C)n1NC(=O)c1cccc(Cl)c1	7%	7%	0%	-2%	3%	3%	2%	-2%	-3%	-8%	-1
COc1cc(NC(=S)NN2CCN(C)CC2)cc(OC)c1	0%	-3%	-3%	-2%	4%	10%	-7%	-6%	-7%	-1%	0
CCNC(=O)CN(c1ccccc1OC)S(=O)(=O)c1cccs1	1%	2%	-17%	0%	-12%	-4%	-2%	-4%	0%	0%	1
Cc1coc2cc3oc(=O)c(CCC(=O)N[C@@H](CCCNC(N)=O)C(=O)O)c(C)c3cc12	2%	5%	-9%	1%	-1%	4%	-1%	5%	5%	0%	3
CCCc1ccc(-c2ccc(/C=C/C(=O)O)cc2)nc1	0.54µM*	-28%	?	-25%	0.16µM*	-2%	8%	?	1%	?	1
COc1ccc(-c2cc(C(F)(F)F)nc(S(=O)(=O)CCC(=O)N3CCOCC3)n2)cc1	0%	1%	-94%	2%	8.9µM*	?	14%	?	-4%	?	20
CCC(=O)NC(NC(=O)CC)C(Cl)Cl	0%	4%	10%	1%	-12%	-1%	-1%	-1%	1%	4%	-1

Looked up by structure from the entries so far, 5 records:
SMILES	FLuc modulator	Rab9 promoter act	BRCA1 expr up	NPC1 prom act	RORg inh	p53 reactivation	ELG1 genotoxic	Gal4-VP16 FLuc	Tb PFK inh	ELG1 repair inh	TRPV1 ag
Cc1ccc(C)n1NC(=O)c1cccc(Cl)c1	7%	7%	0%	-2%	3%	3%	2%	-2%	-3%	-8%	-1
O=C(NCC1OCCCN1S(=O)(=O)c1cc(F)ccc1F)C(=O)NC1CCCC1 (centres undefined)	2%	-4%	-19%	-2%	-8%	4%	-2%	2%	-4%	9%	0
O=S(=O)(c1ccc(Cl)cc1)c1ccccn1	1%	4%	1%	5%	33%	-5%	1%	-3%	-5%	3%	-3
CCn1nnnc1-c1ccc(OC)c(S(=O)(=O)Nc2ccc(S(N)(=O)=O)cc2)c1	0%	3%	0%	-4%	4%	2%	2%	-6%	-1%	3%	0
CCCc1ccc(-c2ccc(/C=C/C(=O)O)cc2)nc1	0.54µM*	-28%	?	-25%	0.16µM*	-2%	8%	?	1%	?	1
